Screening data: PubChem BioAssay, several laboratories
Wee1 degr inh – inhibitors of human Wee1 degradation; P30291; HeLa Luc-Wee1K328M stability, luciferase luminescence; 100% = proteasome inhibitor MG132 effect; reporter increase, % at 5 µM; AID 1321; 220,000 compounds, 1.2% hits;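 active means activation above the mean of all tested compounds plus 3 SD, set per screening run, cut at about 8.8% in these data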;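 further: cells exposed to compound for 20 h before luminescence read; 0% = DMSO alone and 100% = MG132 at 30 µM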
Rad51 HR inh – Rad51 (human) homologous recombination inhibition. Q06609. hRad51 DNA strand exchange, fluorescence dequenching. inhibition, % at 10 µM. 200,000 compounds, 0.085% hits;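 active means inhibition above 40% at the single screening dose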;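 further: 0% = DMSO control wells and 100% = blanks with heterologous ssDNA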
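material = hRad51 filaments on single-stranded DNA | reagent = Donor/quencher-labelled 47-bp dsDNA substrate | compound = 10 µM final, single point | schedule = strand-exchange reaction 15 min at room temperature | measured by = fluorescein emission 520 nm, excitation 485 nm | read-out basis = % inhibition versus plate control and blank means | benchmarks = plate controls and plate blanks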
MDM2 E3 inh – blocks human Mdm2 ubiquitin ligase activity; cell-based MDM2 ubiquitination luciferase reporter, 2 h; 0 = plate control, 100 = twice control, blank-subtracted; signal enhancement, % at 5 µM; 210,000 compounds, 0.11% hits; AID 1230;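 active means signal enhancement of 30% or more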;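 further: luminescence tracks abundance of the self-degrading MDM2-luciferase fusion protein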
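Material: stable MDM2–luciferase fusion reporter cells / Quantity: 2000 cells/well / Dosing: single 5 µM compound dose, 0.2% final DMSO / Buffer or medium: DMEM / Schedule: 4 h cell settling then 2 h compound exposure, 37 °C / Detection: luminescence with SteadyLite reagent, 15 min at room temperature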
KLK5 inh – blocks human kallikrein 5 protease activity; 210,000 compounds, 0.59% hits; recombinant hK5, fluorogenic AMC substrate cleavage; inhibition, % at 5 µM; Q9Y337;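 active means inhibition of 40% or more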;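 further: 0% = enzyme controls without compound and 100% = no-enzyme blanks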
Target sequence (Q9Y337 67-293 limits assumed): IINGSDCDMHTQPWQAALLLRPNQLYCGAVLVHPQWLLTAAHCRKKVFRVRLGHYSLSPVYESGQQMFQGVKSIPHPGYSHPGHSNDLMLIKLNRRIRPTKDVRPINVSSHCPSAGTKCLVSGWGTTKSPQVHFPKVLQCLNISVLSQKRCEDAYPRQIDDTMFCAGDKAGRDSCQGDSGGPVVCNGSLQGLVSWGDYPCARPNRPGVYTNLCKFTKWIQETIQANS
FXIIa inh 1536 – inhibitors of human coagulation factor XIIa; purified FXIIa, Boc-QGR-AMC fluorogenic substrate, 2 h; inhibition, % at 5 µM; 220,000 compounds, 0.3% hits; in the data active means inhibition above about 40%;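 further: 0% = enzyme with no compound and 100% = blank without enzyme; many of its hits are not listed in these tables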
p97 inhibitor – blocks human p97 ATPase activity; P55072; recombinant p97 ATPase, Kinase-Glo ATP luminescence, 3 h; inhibition, % at 8 µM; 220,000 compounds, 0.42% hits; AID 1481; in the data active means inhibition above about 15%;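 further: 0% = DMSO vehicle and 100% = wells lacking enzyme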
Target sequence (P55072 whole entry, looked up): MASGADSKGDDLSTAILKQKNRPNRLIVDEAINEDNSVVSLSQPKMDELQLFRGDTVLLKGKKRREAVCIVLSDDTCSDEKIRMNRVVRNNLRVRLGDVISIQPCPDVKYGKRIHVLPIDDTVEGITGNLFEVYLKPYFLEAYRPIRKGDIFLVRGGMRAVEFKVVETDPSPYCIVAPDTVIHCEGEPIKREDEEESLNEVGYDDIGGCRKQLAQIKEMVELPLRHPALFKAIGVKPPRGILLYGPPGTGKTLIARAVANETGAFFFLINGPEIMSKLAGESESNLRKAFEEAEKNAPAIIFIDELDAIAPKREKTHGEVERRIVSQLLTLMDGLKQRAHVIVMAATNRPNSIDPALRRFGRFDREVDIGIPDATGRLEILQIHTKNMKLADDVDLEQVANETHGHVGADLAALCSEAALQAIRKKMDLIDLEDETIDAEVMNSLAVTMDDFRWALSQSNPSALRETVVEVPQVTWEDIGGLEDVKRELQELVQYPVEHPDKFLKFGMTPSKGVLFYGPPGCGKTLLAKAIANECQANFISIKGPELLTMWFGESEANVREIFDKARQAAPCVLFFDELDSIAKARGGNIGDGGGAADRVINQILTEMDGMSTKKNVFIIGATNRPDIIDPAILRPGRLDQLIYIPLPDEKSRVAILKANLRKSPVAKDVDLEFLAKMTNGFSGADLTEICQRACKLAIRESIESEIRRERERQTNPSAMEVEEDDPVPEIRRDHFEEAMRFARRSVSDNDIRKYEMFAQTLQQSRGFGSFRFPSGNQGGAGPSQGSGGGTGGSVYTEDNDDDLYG
eIF4E 4G PPI – eIF4E/eIF4G interaction inhibition in translation initiation | TR-FRET eIF4E-eIF4GI(517-606) binding, 2 h | inhibition, % at 21.7 µM | 220,000 compounds, 0.37% hits | AID 782;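 active means inhibition above about 30%, limit read from the data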;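 further: 0% = full FRET control wells and 100% = background wells lacking eIF4GI fragment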
14-3-3 Bad inh – disrupts binding of bovine 14-3-3 zeta to phospho-Bad peptide; P63103; TR-FRET 14-3-3zeta/Dy647-pBad peptide displacement, 1 h; inhibition, % at 21.7 µM; 220,000 compounds, 0.71% hits; AID 781;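 active means inhibition above about 70%, limit read from the data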;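 further: 0% = full 14-3-3 plus peptide FRET controls and 100% = background without 14-3-3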
FXIa inh – blocks human coagulation factor XIa protease activity; purified FXIa, Boc-Glu-Ala-Arg-AMC fluorogenic substrate; inhibition, % at 5 µM; 220,000 compounds, 0.14% hits; AID 798;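 active means inhibition of at least 40%; inactive means inhibition below 40%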;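 further: fluorescence of freed AMC excited at 355 nm; 0% = enzyme without compound and 100% = no enzyme blank; many of its hits are not listed in these tables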
* = called active by the depositor; [ ] = another dose, or the depositor's remark.

Screening Cc1cc(C)n(C(=O)c2cc3c(s2)CCCC3)n1 returned Wee1 degr inh -1, Rad51 HR inh -1, MDM2 E3 inh -6, KLK5 inh 5, FXIIa inh 1536 2, p97 inhibitor 0, eIF4E 4G PPI -10, 14-3-3 Bad inh -5 and FXIa inh 15.
Screening Cc1ccc(C(=O)c2cn[nH]c2-c2cc(Cl)ccc2O)cc1 returned Wee1 degr inh -2, Rad51 HR inh -2, MDM2 E3 inh -5, KLK5 inh 0, FXIIa inh 1536 11, p97 inhibitor -5, eIF4E 4G PPI 11, 14-3-3 Bad inh -1 and FXIa inh -7.
For Cc1nnc(C)c2c(C)n(-c3ccc4ncccc4c3)c(C)c12 the results were Wee1 degr inh -2, Rad51 HR inh -3, MDM2 E3 inh -9, KLK5 inh 0, FXIIa inh 1536 5, p97 inhibitor -4, eIF4E 4G PPI -1, 14-3-3 Bad inh 1 and FXIa inh -4.
O=C(Nc1ccnc(-c2cccnc2)n1)c1ccc(Cl)c(Cl)c1 was read as Wee1 degr inh -2, Rad51 HR inh -4, MDM2 E3 inh -8, KLK5 inh 1, FXIIa inh 1536 4, p97 inhibitor 0, eIF4E 4G PPI 5, 14-3-3 Bad inh 59[fluorescence artefact?] and FXIa inh -4.
For CC(C)(C)NC(=O)CN(C(=O)CS(=O)CC(=O)Nc1ccc(F)cc1)c1ccc(F)c(Cl)c1 (stereo not drawn) the results were Wee1 degr inh 0, Rad51 HR inh 5, MDM2 E3 inh -11, KLK5 inh -9, FXIIa inh 1536 16, p97 inhibitor 2, eIF4E 4G PPI 0, 14-3-3 Bad inh -6 and FXIa inh 7.
Cc1ccc(C)c(NC(=O)c2nnn(Cc3ccccc3C)c2N)c1 was read as Wee1 degr inh -2, Rad51 HR inh -6, MDM2 E3 inh 6, KLK5 inh -6, FXIIa inh 1536 16, p97 inhibitor -2, eIF4E 4G PPI 8, 14-3-3 Bad inh 23 and FXIa inh 0.
For COc1ccccc1-n1cc(CN2CCN(CC=C(C)C)C(CCO)C2)cn1 (stereo not drawn) the results were Wee1 degr inh 0, MDM2 E3 inh -9, KLK5 inh -3, FXIIa inh 1536 3, p97 inhibitor 1, eIF4E 4G PPI -1, 14-3-3 Bad inh 0 and FXIa inh -4.
For CC(=O)Nc1ccc(S(=O)(=O)Nc2nccc(/C=C/c3ccc(Cl)cc3)n2)cc1 the results were Wee1 degr inh -2, MDM2 E3 inh 24, KLK5 inh -7, FXIIa inh 1536 -1, p97 inhibitor -3, eIF4E 4G PPI -1[fluorescence artefact?], 14-3-3 Bad inh 3 and FXIa inh -4.
CN(C)c1ccc(C(=O)/C=C/c2ccco2)cc1 was read as Wee1 degr inh 9.4*, Rad51 HR inh -5, MDM2 E3 inh -39, KLK5 inh -6, FXIIa inh 1536 8, p97 inhibitor 0, eIF4E 4G PPI 1, 14-3-3 Bad inh -4 and FXIa inh 9.
For O=C(CN1CCCN(S(=O)(=O)c2ccc(Br)cc2)CC1)Nc1ccc2c(c1)OCO2 the results were Wee1 degr inh 0, Rad51 HR inh 8, MDM2 E3 inh 3, KLK5 inh 5, FXIIa inh 1536 11, p97 inhibitor 2, eIF4E 4G PPI 3, 14-3-3 Bad inh 5 and FXIa inh 3.
`O=C(N1CCCCC1)N1CCCN(C(=O)N2CCCCC2)CC1` gave Wee1 degr inh -2, Rad51 HR inh 6, MDM2 E3 inh 2, KLK5 inh -17, FXIIa inh 1536 18, p97 inhibitor -2, eIF4E 4G PPI 4, 14-3-3 Bad inh -8 and FXIa inh 0.
`O=C(N1CCCC1)C12CCC3CC(CC(C3)C1)C2` gave Wee1 degr inh 0, Rad51 HR inh -3, MDM2 E3 inh 1, KLK5 inh 6, FXIIa inh 1536 12, p97 inhibitor -7, eIF4E 4G PPI -1, 14-3-3 Bad inh -5 and FXIa inh -21.
For CCOc1ccc2nc(NC(=O)c3cccc(-c4cc5ccccc5oc4=O)c3)sc2c1 the results were Wee1 degr inh -3, Rad51 HR inh -1, MDM2 E3 inh -16, KLK5 inh 22, FXIIa inh 1536 5, p97 inhibitor -3, eIF4E 4G PPI 9[fluorescence artefact?], 14-3-3 Bad inh 52[fluorescence artefact?] and FXIa inh -4.
CNC(=O)Cn1nc(C)c2ccccc2c1=O was read as Wee1 degr inh -2, Rad51 HR inh 4, MDM2 E3 inh -80, KLK5 inh 2, FXIIa inh 1536 6, p97 inhibitor 4, eIF4E 4G PPI 5, 14-3-3 Bad inh 1 and FXIa inh 3.
CCOC(=O)C(CC)n1cnc2c(oc3ccccc32)c1=O (stereo not drawn) was read as Wee1 degr inh 3, Rad51 HR inh -1, MDM2 E3 inh -14, KLK5 inh 1, FXIIa inh 1536 3, p97 inhibitor 1, eIF4E 4G PPI -2, 14-3-3 Bad inh 3 and FXIa inh -1.
Screening Cc1ccc(-n2c(SCC(=O)N3CCOCC3)nnc2-c2ccncc2)cc1C returned Wee1 degr inh -2, Rad51 HR inh 20, KLK5 inh 2, FXIIa inh 1536 13, p97 inhibitor 4, eIF4E 4G PPI -6, 14-3-3 Bad inh -3 and FXIa inh 2.
For COC(=O)c1sccc1NS(=O)(=O)c1ccc(OC)cc1 the results were Wee1 degr inh -1, Rad51 HR inh 2, MDM2 E3 inh 24, KLK5 inh -17, FXIIa inh 1536 -11, p97 inhibitor 8, eIF4E 4G PPI -1, 14-3-3 Bad inh 15 and FXIa inh -1.
N#Cc1nc(-c2cccc3ccccc23)oc1NCCN1CCCCC1 was read as Wee1 degr inh -1, Rad51 HR inh 6, KLK5 inh -10, FXIIa inh 1536 -12, p97 inhibitor -3, eIF4E 4G PPI -1[fluorescence artefact?], 14-3-3 Bad inh -3[fluorescence artefact?] and FXIa inh -13.
Screening CC1CCCCC1NC(=O)c1ccc(S(=O)(=O)NCC2CCCO2)cc1 (stereo not drawn) returned Wee1 degr inh 0, Rad51 HR inh -11, MDM2 E3 inh -2, KLK5 inh 1, FXIIa inh 1536 12, p97 inhibitor -5, eIF4E 4G PPI 0, 14-3-3 Bad inh 7 and FXIa inh 5.
CCOC(=O)c1cc(C)n(Cc2cccc(OC)c2OC)c1C was read as Wee1 degr inh 0, Rad51 HR inh -1, MDM2 E3 inh -3, KLK5 inh -5, FXIIa inh 1536 9, p97 inhibitor 0, eIF4E 4G PPI -3, 14-3-3 Bad inh -4 and FXIa inh -4.

Reprinted from the part before: two entries, then new ones.
Screening CC1CCCCC1NC(=O)c1ccc(S(=O)(=O)NCC2CCCO2)cc1 (stereo not drawn) returned Wee1 degr inh 0, Rad51 HR inh -11, MDM2 E3 inh -2, KLK5 inh 1, FXIIa inh 1536 12, p97 inhibitor -5, eIF4E 4G PPI 0, 14-3-3 Bad inh 7 and FXIa inh 5.
CCOC(=O)c1cc(C)n(Cc2cccc(OC)c2OC)c1C was read as Wee1 degr inh 0, Rad51 HR inh -1, MDM2 E3 inh -3, KLK5 inh -5, FXIIa inh 1536 9, p97 inhibitor 0, eIF4E 4G PPI -3, 14-3-3 Bad inh -4 and FXIa inh -4.
CCn1c(SCC(=O)Nc2ccc(OC)cc2)nc2nc3c(cc2c1=O)COC(C)(C)C3 was read as Wee1 degr inh 4, Rad51 HR inh 11, MDM2 E3 inh -12, KLK5 inh -6, FXIIa inh 1536 8, p97 inhibitor 0, eIF4E 4G PPI -4, 14-3-3 Bad inh 2 and FXIa inh 8.
`O=C(c1ccccc1)N1CCC(c2nc3c(nnn3Cc3ccco3)c(=O)[nH]2)CC1` gave Wee1 degr inh 1, Rad51 HR inh -3, MDM2 E3 inh -11, KLK5 inh -20, FXIIa inh 1536 7, p97 inhibitor 0, eIF4E 4G PPI -1[fluorescence artefact?], 14-3-3 Bad inh 4 and FXIa inh -5.
c1ccc(-c2csc(NNC3=NCCCCC3)n2)cc1 was read as Wee1 degr inh 2, Rad51 HR inh -4, MDM2 E3 inh 1, KLK5 inh -13, FXIIa inh 1536 4, p97 inhibitor 3, eIF4E 4G PPI -11, 14-3-3 Bad inh 17[fluorescence artefact?] and FXIa inh -1.
For O=C(CSc1ccc2c(c1)OCCO2)Nc1ccc2c(c1)OCO2 the results were Wee1 degr inh -2, Rad51 HR inh 1, MDM2 E3 inh 7, KLK5 inh 6, FXIIa inh 1536 -11, p97 inhibitor -4, eIF4E 4G PPI 2, 14-3-3 Bad inh -8 and FXIa inh -6.
For CCOC(=O)CN(C#N)c1nc(N(C)C)nc(N(C)C)n1 the results were Wee1 degr inh 6, Rad51 HR inh 10, MDM2 E3 inh -4, KLK5 inh -1, FXIIa inh 1536 0, p97 inhibitor 6, eIF4E 4G PPI -2, 14-3-3 Bad inh -3 and FXIa inh 4.
For Cc1ccc(C(=O)C(OC(=O)c2cnccn2)c2ccccc2)cc1C (stereo not drawn) the results were Wee1 degr inh 1, Rad51 HR inh 18, MDM2 E3 inh -1, KLK5 inh -2, FXIIa inh 1536 17, p97 inhibitor -2, eIF4E 4G PPI 10, 14-3-3 Bad inh 8 and FXIa inh 12.
`O=C(CCC(=O)Nc1nnc(C2CCCCC2)s1)NCC1CCCO1` (stereo not drawn) gave Wee1 degr inh 16*, Rad51 HR inh -4, MDM2 E3 inh -1, KLK5 inh -9, FXIIa inh 1536 19, p97 inhibitor -5, eIF4E 4G PPI -17, 14-3-3 Bad inh -2[fluorescence artefact?] and FXIa inh 9.
`COc1ccc(-n2cc(C(=O)c3cc4ccccc4oc3=O)c(C(C)=O)n2)cc1` gave Wee1 degr inh 1, Rad51 HR inh 1, MDM2 E3 inh -18, KLK5 inh -5, FXIIa inh 1536 10, p97 inhibitor 1, eIF4E 4G PPI -2[fluorescence artefact?], 14-3-3 Bad inh -6 and FXIa inh -1.
Screening Cc1nnc2n1CCCCC2 returned Wee1 degr inh -1, MDM2 E3 inh -9, KLK5 inh 1, FXIIa inh 1536 8, p97 inhibitor 3, eIF4E 4G PPI 2, 14-3-3 Bad inh 5 and FXIa inh 3.
Cc1[nH]nc2c1C(c1cccc(O)c1)C1=C(CC(C)(C)CC1=O)N2 (stereo not drawn) was read as Wee1 degr inh 2, Rad51 HR inh 2, MDM2 E3 inh -5, KLK5 inh -12, FXIIa inh 1536 -6, p97 inhibitor 1, eIF4E 4G PPI 4, 14-3-3 Bad inh 0 and FXIa inh -7.
CCOC(=O)C1CN(S(=O)(=O)c2cccc(C(F)(F)F)c2)c2cc(CC(=O)OC)ccc2O1 (stereo not drawn) was read as Wee1 degr inh -2, Rad51 HR inh 1, MDM2 E3 inh -8, KLK5 inh -5, FXIIa inh 1536 20, p97 inhibitor 0, eIF4E 4G PPI 8, 14-3-3 Bad inh 3 and FXIa inh 4.
For Cc1ccc(C2=NN(CC(=O)NCc3cccnc3)C(=O)CC2)cc1 the results were Wee1 degr inh 2, KLK5 inh -24, FXIIa inh 1536 1, p97 inhibitor -2, eIF4E 4G PPI -2, 14-3-3 Bad inh 1 and FXIa inh -1.
For Cn1c(=O)c2c(nc(NCCOc3ccc(C(C)(C)C)cc3)n2C)n(C)c1=O the results were Wee1 degr inh -3, MDM2 E3 inh -22, KLK5 inh -9, FXIIa inh 1536 6, p97 inhibitor 1, eIF4E 4G PPI -4, 14-3-3 Bad inh -6[fluorescence artefact?] and FXIa inh 0.
